Screening data from PubChem.
ARFGAP1 inhibitor – inhibitors of rat ARFGAP1; Q62848; Arfgap1-stimulated ARF1 GTP hydrolysis, GDP FP detection; inhibition, % at 16.5 µM; actives 0.26% (n = 360,000); AID 651572;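 active means inhibition above a per-plate limit, mean inhibition of low control wells plus 3 SD, cut at about 25% in these data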;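 further: 0% = DMSO wells with enzyme and 100% = wells lacking Arfgap1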
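System: truncated rat Arfgap1 GAP domain / Medium: HEPES-based buffer, pH 7.5 / Also added: N-terminally truncated human ARF1-GTP substrate / Incubation: enzyme reaction 120 min at 25 °C after 20 min preincubation / Measured by: FP of antibody-bound GDP Alexa 633 tracer, ex 620/em 688 nm / Replicates: singlicate, each compound tested once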
ASAP1 GAP inh – blocks human ASAP1-stimulated Arf1 GTP hydrolysis; inhibition, % at 16.5 µM; actives 0.19% (n = 360,000); AID 624377; GDP FP detection; in the data active means inhibition above about 25%;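 further: 0% = vehicle with enzyme and substrate and 100% = no enzyme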
PLCg1 inh – PLC-gamma1 (human) inhibition, primary screen; inhibition, % at 12.2 µM; AID 720700; P19174; actives 0.84% (n = 370,000); purified PLC-gamma1, fluorogenic substrate, fluorescence; in the data active means inhibition above about 9.5%
ADAM17 inh – inhibits human ADAM17; recombinant ADAM17, EDANS/DABCYL FRET peptide cleavage; P78536; inhibition, % at 6.95 µM; actives 0.83% (n = 370,000);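 active means inhibition above the mean of compounds lying between control limits plus 3 SD, set per campaign, cut at about 8.5% in these data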;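 further: 0% = DMSO-only wells as the low control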
Target sequence (P78536 215-824 limits assumed): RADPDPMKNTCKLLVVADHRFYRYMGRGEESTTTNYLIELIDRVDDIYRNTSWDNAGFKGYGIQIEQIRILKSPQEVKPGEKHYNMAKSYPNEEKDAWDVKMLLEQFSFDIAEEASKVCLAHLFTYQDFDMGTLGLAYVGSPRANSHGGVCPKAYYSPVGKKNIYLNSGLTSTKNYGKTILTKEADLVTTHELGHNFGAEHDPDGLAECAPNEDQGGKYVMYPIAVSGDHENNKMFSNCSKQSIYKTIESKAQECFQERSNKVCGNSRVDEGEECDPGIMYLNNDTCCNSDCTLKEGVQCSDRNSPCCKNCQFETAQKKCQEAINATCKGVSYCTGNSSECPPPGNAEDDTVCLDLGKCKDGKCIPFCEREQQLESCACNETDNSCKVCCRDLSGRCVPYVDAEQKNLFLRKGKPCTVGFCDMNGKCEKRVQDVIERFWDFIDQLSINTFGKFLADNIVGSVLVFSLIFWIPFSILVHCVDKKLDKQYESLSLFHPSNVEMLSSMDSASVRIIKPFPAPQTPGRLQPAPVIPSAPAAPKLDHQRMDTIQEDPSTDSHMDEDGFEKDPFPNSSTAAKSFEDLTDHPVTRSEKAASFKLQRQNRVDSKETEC
DDE Tn6 FP inh – disrupts Tn6 cyclic peptide binding to fibrin D-Dimer-E complex; P02675; Fibrin DD(E) TRITC-Tn6 fluorescence polarization displacement; actives 0.21% (n = 370,000); AID 720509; inhibition, % at 8.3 µM;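 active means inhibition above a per-campaign cutoff: mean of compounds within control limits plus 3 SD, cut at about 15% in these data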;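 further: 0% = median of all compound wells on the plate and 100% = blocking peptide control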
Target sequence (P02675 whole entry, looked up): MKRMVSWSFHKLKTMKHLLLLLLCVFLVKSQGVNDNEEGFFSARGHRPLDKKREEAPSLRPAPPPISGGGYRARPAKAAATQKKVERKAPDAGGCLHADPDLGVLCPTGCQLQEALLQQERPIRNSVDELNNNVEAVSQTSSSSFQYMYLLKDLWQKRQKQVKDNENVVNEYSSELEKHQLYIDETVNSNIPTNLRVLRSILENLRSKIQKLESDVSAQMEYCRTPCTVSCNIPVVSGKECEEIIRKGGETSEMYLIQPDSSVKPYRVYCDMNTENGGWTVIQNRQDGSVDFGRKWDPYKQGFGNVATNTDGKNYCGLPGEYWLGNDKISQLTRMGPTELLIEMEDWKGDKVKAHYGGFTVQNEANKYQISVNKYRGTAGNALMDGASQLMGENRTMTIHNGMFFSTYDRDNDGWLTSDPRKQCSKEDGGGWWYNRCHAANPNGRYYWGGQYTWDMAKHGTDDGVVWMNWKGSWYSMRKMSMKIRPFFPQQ
MBD2 DNA inh – inhibitors of human MBD2 binding to methylated oligonucleotide. Q9UBB5. TR-FRET. inhibition, % at 4.4 µM. actives 0.31% (n = 370,000); in the data active means inhibition above about 13%
DDE Tn7 FP inh – inhibitors of Tn7 peptide binding to human fibrin DD(E) | P02675 | FP displacement of FITC-Tn7 peptide from fibrin DD(E); 0% = median of compound wells per plate | inhibition, % at 8.3 µM | actives 0.13% (n = 370,000) | AID 720508;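 active means inhibition above the mean of compounds falling within the control limits plus 3 SD of them, cut at about 14% in these data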;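 further: 0% = plate median of compound wells and 100% = 10 µM Aha-Tn7 peptide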
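Test system – human fibrin DD(E) · Times – 10 min preincubation, 3 h with tracer, room temperature · Detection – fluorescence polarization of the labelled Tn7 tracer · Measure – percent inhibition normalized to high-control wells · Benchmarks – high control wells with 10 µM unlabelled Aha-Tn7 peptide (full inhibition) · Repeats – singlicate testing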
proKLK7 act – activators of human kallikrein-7 zymogen; P49862; purified proKLK7, EDANS-DABCYL substrate fluorescence; 100% is mature enzyme control, 0% vehicle; activation, % at 7 µM; actives 0.9% (n = 370,000); AID 652039;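 active means activation above the mean of all tested compounds plus 3 SD, computed per campaign excluding outliers beyond control limits, cut at about 13% in these data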
UHRF1 binding – human UHRF1 methylated DNA binding inhibitors; inhibition, % at 4.4 µM; Q96T88; actives 0.75% (n = 370,000); UHRF1 binding to methylated oligo, TR-FRET; in the data active means inhibition above about 21%;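 further: UHRF1 SRA domain binding a hemimethylated CpG hairpin DNA probe; 0% = median of test compound wells and 100% = reference inhibitor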
PLC-beta3 inh – blocks human PLC-beta3 enzyme activity | actives 0.18% (n = 370,000) | Purified PLC-beta3, fluorogenic substrate, fluorescence | AID 720704 | inhibition, % at 12.2 µM; in the data active means inhibition above about 11%;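 further: 0% = median of compound wells on plate and 100% = full blocker control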
* hit, by the source's call; i = inactive; . = not tested or not shown.

Below each SMILES – ARFGAP1 inhibitor, ASAP1 GAP inh, PLCg1 inh, ADAM17 inh, DDE Tn6 FP inh, MBD2 DNA inh, DDE Tn7 FP inh, proKLK7 act, UHRF1 binding, PLC-beta3 inh
O=C1CCCCC(=O)[C@H](O)C[C@H](c2ccccc2)O1
    -2, 12, -4, -2, -2, -7, -10, 0.6, 0, 3
O=C(CCCC(=O)N(CC(=O)NC1CCCCC1)Cc1ccc2c(c1)OCO2)Nc1ccccn1
    0, -8, 0, -3, 0, -2, 1, 0.2, 5, 1
O=C(NCC(=O)N(c1cccnc1)C(C(=O)NCc1ccco1)c1ccccc1)c1ccco1 (stereo unspecified)
    -9, -25, -1, -4, 2, 0, 6, -0.1, -2, -2
O=C(COC(=O)[C@@H]1CC(O)CN1S(=O)(=O)c1ccc([N+](=O)[O-])cc1)NC12CC3CC(CC(C3)C1)C2 (stereo partly specified)
    -5, 0, 3, 5, 5, -2, 3, -0.2, -3, 4
O=C(O)C1CSC(c2ccc3c(c2)OCO3)N1 (stereo unspecified)
    0, -10, -11, -3, -9, 3, -7, -1.4, -3, -24
O=C(C1CCN(C2CCN(C/C(Cl)=C/c3ccccc3)CC2)CC1)N1CCOCC1
    7, 3, 3, -3, 1, -1, 0, -0.6, -1, -4
Cc1ccc(NC(=O)COc2nc(C)cs2)cc1
    -5, -3, 5, 2, 4, -4, -2, -0.4, -1, 3
O=C(Nc1cccn(Cc2ccccc2Cl)c1=O)NC1CCCCC1
    -5, 2, -4, -8, 4, -3, -2, 1.4, -4, 2
CCOC(=O)[C@]12CCCC=C1N(Cc1cccc3ccccc13)C(=O)[C@H](CC(=O)NCC13CC4CC(CC(C4)C1)C3)C2
    10, 8, 2, 2, -11, 3, -2, 0.2, -2, 1
Cn1cc(S(=O)(=O)CC(=O)N2CCc3ccccc32)c2ccccc21
    -11, -10, 18*, 2, 1, -3, 3, -0.1, 0, 16*
CC1=C(C(=O)OC2CCCCC2)C(c2cccc([N+](=O)[O-])c2)NC(=O)N1 (stereo unspecified)
    -2, 3, 2, -3, -4, 0, 0, 0.3, 1, -8
O=C(Cn1nc(Cl)nc1Cl)c1ccc(F)cc1
    -2, -7, 2, 3, -2, 2, -8, -0.3, 1, -5
Fc1ccc2c(c1)[C@H]1OCC[C@H]1[C@@H](c1ccco1)N2
    2, 0, -74, -212, -3, -5, -3, 3.7, -5, -96
Cc1ccc(NC(=O)c2cccc(S(=O)(=O)N(C)C3CCCCC3)c2)nc1
    -4, -5, 5, 0, 7, 5, 0, -0.4, 2, 2
O=C1NCCN1CCNS(=O)(=O)c1ccc2ccccc2c1
    -4, -1, 0, -5, -4, 9, 4, 0.0, 17, 1
CCC(=O)N(C)/C=C1\Sc2ccccc2C1=O
    10, 5, -10, -12, 1, 4, 0, 0.1, -2, -15
Cc1c(Br)c([N+](=O)[O-])nn1CC(=O)NCc1ccccc1
    -3, 11, 0, -5, -5, 4, 7, 0.0, -2, -3
COc1ccc(N2CCN(C(=O)CCc3ccccc3)CC2)cc1
    7, 7, 1, 0, 0, 0, 0, 0.2, 4, -1
COc1ccc(S(=O)(=O)N2CCCCCC2)cc1C(=O)N(C)CC(=O)Nc1cc(C)ccc1C
    1, -11, 1, -4, -3, -1, 6, -0.1, -1, -1
COc1ccc2c(C)cc(=O)oc2c1
    2, -2, -27, -165, 4, 8, -2, 1.3, 3, -46
O=C(O)c1cc(-c2ccco2)[nH]n1
    -2, -14, -3, -3, 1, 3, -7, -0.3, 12, -26
CC1CCCCN1S(=O)(=O)c1ccc(S(=O)(=O)N2CCN(c3ccccc3)CC2)cc1 (stereo unspecified)
    4, -7, -1, -1, -1, 1, -5, -0.9, 4, -2
CCNC(=O)CC1C(=O)N(c2ccc(C)cc2)C(=O)N1Cc1ccccn1 (stereo unspecified)
    4, 1, 3, -2, 6, 4, 0, 0.0, 0, -50
CN(C)/C=N/c1[nH]ncc1C#N
    5, 2, 5, -2, -7, -3, 2, 0.2, -4, 3
Cn1c(SCc2ccccc2)nnc1-c1ccco1
    -9, -3, -2, -7, -1, 3, 4, 0.5, 2, -3
COc1ccc(-c2ccc(=O)n(Cc3cccc(Cl)c3)n2)cc1
    10, 1, -322, -31, -7, -1, -1, -1.3, 7, -425
O=C(Nc1cccc(S(=O)(=O)NC2=NCCC2)c1)c1ccc(F)cc1F
    12, 0, 4, -3, 4, -1, -2, 0.0, -2, -3
CCOc1ccccc1CNC(=O)CCCn1ncn2c(cc3occc32)c1=O
    -5, -5, -3, -7, 6, 6, -1, -0.7, 15, -12
CN(C)CCN(Cc1ccco1)C(=O)c1oc2ccccc2c1NC(=O)COc1ccccc1
    6, -7, 0, -5, 0, 0, 5, 0.2, -5, -6
COc1ccc(C(c2nnnn2C2CCCC2)N2CCC(C(N)=O)CC2)c(OC)c1 (stereo unspecified)
    9, -5, 6, 0, -1, 1, -5, 0.3, -3, 1
O=C(NCN1C(=O)C2C3C=CC(C3)C2C1=O)OC1CCCCC1 (stereo unspecified)
    7, 10, 5, -3, 1, -1, 3, 0.4, 1, 4
CSc1ccc(/C=N/NC(=O)CN2CCN(Cc3ccccc3Cl)CC2)cc1
    12, -3, -5, -4, 2, -4, -4, -0.1, 1, -5
COc1ccc(C(=O)OCC(=O)c2ccc[nH]2)c(OC)c1
    2, -19, -1, -1, 4, -5, 3, -0.3, -1, -2
O=C(NNC1=NCCC1)c1cccc(S(=O)(=O)N2CCCCC2)c1
    -10, 0, -2, -2, 0, 4, -1, 0.2, 3, 1
O=C(NCc1cccnc1)c1ccc(CS(=O)(=O)c2ccc(Br)cc2)o1
    -9, -4, 0, -4, 1, -4, -5, 0.3, 1, -7
Cc1cc(C(=O)N2CCCC(N3CCN(c4cccc(C(F)(F)F)c4)CC3)C2)c(C)o1 (stereo unspecified)
    6, 6, 0, -3, -1, 5, -1, 0.1, -1, -11
Fc1ccc(C2c3cccn3CCN2C(=S)Nc2cccc(Br)c2)cc1 (stereo unspecified)
    -1, 6, -6, 0, -11, -6, 9, 0.2, 2, -15
O=C(NCc1ccccn1)c1c(O)c2c([nH]c1=O)CCCC2
    -9, 10, 8, 0, 4, -1, 3, -0.2, -3, 6
CCOc1ccccc1-c1nnc(SCC(=O)NC2CC2)n1CC
    12, 5, 2, -2, -2, 3, 0, 0.3, 1, -4
CSc1ccc(C2CC(=O)Nc3nc(SC)[nH]c(=O)c32)cc1 (stereo unspecified)
    11, 2, -3, -1, 3, 3, 1, 1.0, 1, -1
CCN1C(=O)N(CC)C2C1N(CO)C(=O)N2CO (stereo unspecified)
    -10, -2, 1, 0, 3, 0, 4, 0.0, 1, 4
COCc1cc(C)nc(N)c1C#N
    1, -16, -15, -50, 5, 0, -4, 0.3, -1, -16
Cc1ccc(OC(C)C(=O)N=Nc2c(O)[nH]c3ccc([N+](=O)[O-])cc23)cc1 (stereo unspecified)
    -1, -3, 1, 7, -5, -7, 4, -0.1, -8, 0
O=C(NCCCc1ccccc1)c1cncc(Br)c1
    1, -19, 2, -4, 2, -3, 3, -0.3, 3, -5
COC(=O)[C@@]12CCCCC3=C1N(CCC3)C(=O)[C@H]2CC(=O)NCc1cccc2ccccc12
    ., ., 4, -1, 4, -2, -10, 0.7, -1, 7
C=CCNC(=S)N1CCC(C(=O)c2ccc(F)cc2)CC1
    -4, 10, -1, -2, 0, 1, 9, 0.5, 3, -1
CC(=O)c1cn(S(=O)(=O)c2ccccc2)c2ccccc12
    1, -3, 3, 4, 8, -2, 4, 0.3, -2, 2
COc1ccccc1NC(=O)NCCc1ccccc1
    -1, -2, 5, -5, 2, 0, -1, -0.9, 0, -8
NC(=O)c1cc2ccccc2o/c1=N\NC(=O)c1ccco1
    6, 2, -2, 1, 8, -12, 5, 0.4, -13, 0
Cc1cc(C)c(NC(=O)Cn2c(=O)n(Cc3ccco3)c(=O)c3ccccc32)c(C)c1
    -3, -9, -1, -5, 4, -6, 3, 0.7, -12, -1
N/C(CSc1ncccc1C(F)(F)F)=N\O
    -11, -8, 9.8*, 1, 0, 1, -3, 0.6, 6, -2
O=C(COc1ccccc1/C=C\c1[nH]c(=O)[nH]c(=O)c1[N+](=O)[O-])Nc1ccccc1
    12, 11, 3, 1, -1, 2, -4, -0.1, -2, 3
Cc1ccccc1NC(=O)[C@@H]1CC(=O)O[C@@H]1c1ccccc1
    ., ., 1, 0, 5, 2, -6, 0.4, 1, 2
CCCc1cc(=O)[nH]c(SCC(=O)N2CCc3cc(OC)c(OC)cc3C2)n1
    -1, 4, -4, -3, 4, 2, 5, 0.9, -2, -11
COC(=O)C1=C(C)OC(N)=C(C#N)C1c1cccnc1 (stereo unspecified)
    8, -6, -1, -2, 2, 2, 6, 0.2, -4, -1
Cc1cccc(OCc2nnc(SCC(=O)N3CCCC3)o2)c1
    2, -7, 0, -3, 1, 3, 3, -0.3, 1, -5
COc1ccc(C(C(=O)NCCC(C)C)N(CCN2CCOCC2)C(=O)Cn2nnc3ccccc32)c(OC)c1 (stereo unspecified)
    5, 3, -1, 0, 8, -5, -2, 1.1, -3, -1
O=C(CSc1ccccc1)Nc1cc(Cl)ccc1Oc1ccccc1
    8, -8, 2, 3, -2, -1, 4, 0.6, -4, 0
COc1ccccc1NC(=O)CCC(=O)OC(C)C(=O)c1ccccc1 (stereo unspecified)
    -3, -15, -2, -5, -2, 3, 1, 0.0, 0, -11
O=C(CSc1nc2ccccc2s1)N=Nc1c(O)[nH]c2ccccc12
    ., ., -1, 5, 2, -6, -11, 0.7, -3, 1

Compounds shown so far with bromine (4):
Below each SMILES – ARFGAP1 inhibitor, ASAP1 GAP inh, PLCg1 inh, ADAM17 inh, DDE Tn6 FP inh, MBD2 DNA inh, DDE Tn7 FP inh, proKLK7 act, UHRF1 binding, PLC-beta3 inh
Cc1c(Br)c([N+](=O)[O-])nn1CC(=O)NCc1ccccc1
    -3, 11, 0, -5, -5, 4, 7, 0.0, -2, -3
O=C(NCc1cccnc1)c1ccc(CS(=O)(=O)c2ccc(Br)cc2)o1
    -9, -4, 0, -4, 1, -4, -5, 0.3, 1, -7
Fc1ccc(C2c3cccn3CCN2C(=S)Nc2cccc(Br)c2)cc1 (stereo unspecified)
    -1, 6, -6, 0, -11, -6, 9, 0.2, 2, -15
O=C(NCCCc1ccccc1)c1cncc(Br)c1
    1, -19, 2, -4, 2, -3, 3, -0.3, 3, -5

Further compounds
Below each SMILES – ARFGAP1 inhibitor, ASAP1 GAP inh, PLCg1 inh, ADAM17 inh, DDE Tn6 FP inh, MBD2 DNA inh, DDE Tn7 FP inh, proKLK7 act, UHRF1 binding, PLC-beta3 inh
COc1ccccc1NC(=O)CC1COc2ccccc2O1 (stereo unspecified)
    11, 0, 2, 3, 0, 5, 3, 0.1, 1, 1
COc1ccc(/C=N/Nc2cc(C)nc(NS(=O)(=O)c3ccc(C)cc3)n2)cc1
    0, 7, -8, -2, -4, -3, -1, -0.2, 1, -15
Cc1cc(C)c(C#N)c(SCC(=O)Nc2ccccc2)n1
    -3, -3, 0, 0, 6, -6, 3, -0.4, -2, 0
O=C(NCCCN1CCCC1=O)c1cc2nc(-c3ccco3)cc(C(F)(F)F)n2n1
    -10, -14, i, -113, -3, -2, 5, 14*, -2, i
O=C(Cc1c(F)cccc1Cl)N/N=C/c1cccnc1
    -6, -3, 0, 0, 4, 1, 5, 0.4, -1, -7

An unsorted share of the library; overall some 4.1% were active at least once.
